rad50 – NCI yeast anticancer drug screen, S. cerevisiae rad50 strain; % growth inhibition at 50 µM; 79,000 tested, 10% active;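 also: 0% = growth of vehicle-only cultures of the same strain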
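Inhibition values express reduced yeast growth in compound-treated cultures relative to vehicle-treated controls.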
yeast mlh1 rad18 – NCI yeast anticancer drug screen, S. cerevisiae mlh1 rad18 strain | % growth inhibition at 50 µM | 79,000 tested, 11% active;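 also: 0% = growth of vehicle-only cultures of the same strain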
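Vehicle-treated cultures served as the reference for growth inhibition in a yeast strain carrying DNA damage repair alterations exposed to each compound.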
cln2 rad14 – NCI yeast anticancer drug screen, S. cerevisiae cln2 rad14 strain; % growth inhibition at 50 µM; 78,000 tested, 8.3% active; AID 165;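 also: 0% = growth of vehicle-only cultures of the same strain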
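Strain: cln2 rad14 yeast, altered in cell cycle control and DNA damage repair. Read-out: growth inhibition vs vehicle.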
yeast bub3 – NCI yeast anticancer drug screen, S. cerevisiae bub3 mutant strain; AID 167; 78,000 tested, 9.9% active; growth inhibition, % at 50 µM;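 also: 0% = growth of vehicle-only cultures of the same strain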
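Whole-cell yeast assay. The mutant strain was incubated with compounds, and growth inhibition was determined by comparison with vehicle-treated cells.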
mec2-1 – NCI yeast anticancer drug screen, S. cerevisiae mec2-1 strain; growth inhibition, % at 50 µM; 79,000 tested, 9% active;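 also: 0% = growth of vehicle-only cultures of the same strain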
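Readout is yeast growth inhibition, normalised to vehicle-treated controls, in the mec2-1 strain exposed to compound.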
yeast sgs1 mgt1 – NCI yeast anticancer drug screen, S. cerevisiae sgs1 mgt1 strain; % growth inhibition at 50 µM; 78,000 tested, 10% active;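 also: 0% = growth of vehicle-only cultures of the same strain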
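Read-out: growth inhibition vs vehicle controls. Cells: mutant yeast strain deficient in DNA damage repair.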
Numbers without * were called inactive; / = no result given; & = joins results of further samples. Rule as the data show it: active = growth inhibition above about 70%; inactive = the rest.

structure	rad50	yeast mlh1 rad18	cln2 rad14	yeast bub3	mec2-1	yeast sgs1 mgt1
CCCCCCCCCCCC(=O)C1=C(O)C(O)CCC1=O (stereo not drawn)	-1	-17	-50	-7	-5	-7
COc1cccc(NC(=O)CC(=O)N2N=C(n3ccc4ccccc43)CC2c2ccccc2)c1 (stereo not drawn)	-36	-17	11	-3	-11	-6
CSc1nsc(Nc2ccccc2)n1	-33	-10	/	/	-36	/
CCOC1=C(NC(C)=O)C(=O)c2ccccc2C1=O	99*	98*	83*	95*	86*	97*
CSC(C(=O)O)c1cc(-c2c(Cl)cccc2Cl)no1 (stereo not drawn)	-2	23	9	24	24	29
Cc1ccc(S(=O)(=O)NCNS(=O)(=O)c2ccc(C)cc2)cc1	-37	-36	14	-16	-7	2
COc1cc(C(=O)Oc2c(C#N)sc3c2c(=O)n(-c2ccccc2)c(=S)n3-c2ccccc2)cc(OC)c1OC	23	20	10	22	3	12
c1ccc(P2(c3ccccc3)=NP(c3ccccc3)(c3ccccc3)=NP(c3ccccc3)(c3ccccc3)=N2)cc1	42	13	20	1	9	19

(next part)
structure	rad50	yeast mlh1 rad18	cln2 rad14	yeast bub3	mec2-1	yeast sgs1 mgt1
CC1CCC2(C(=O)O)CCC3(C)C(=CCC4C5(C)CC(O)C(O)C(C)(CO)C5C(O)CC43C)C2C1C (stereo not drawn)	77*	59	39	89*	82*	79*
C=C(C)c1ccccc1S(=O)(=O)c1ccccc1C(C)(C)O	-23	9	55	36	5	6
CCCCCCCC(=O)OCCc1ccccc1	6	-8	-7	-4	-21	-5
O=C(/N=C/c1c(O)c2ccccc2oc1=O)Oc1ccccc1	57	61	45	31	43	65
CC1(C)C2CCC(CCOC(=O)c3ccccc3O)C1C2 (stereo not drawn)	0	-17	-28	0	8	-6
CC(=O)OC1CC2C(C)(C)C(=O)C3OC3C2(C)C2CCC3(C)C(=CC(=O)OC3c3ccoc3)C12C (stereo not drawn)	13	-13	6	3	-14	-5
CN1CCCCC1	-4	19	1	1	-12	-10
O=[N+]([O-])c1cccc(S(=O)(=O)Nc2cccc3ccccc23)c1	99*	99*	99*	99*	99*	99*

Brought forward from above: two compounds, then new ones.
structure	rad50	yeast mlh1 rad18	cln2 rad14	yeast bub3	mec2-1	yeast sgs1 mgt1
CN1CCCCC1	-4	19	1	1	-12	-10
O=[N+]([O-])c1cccc(S(=O)(=O)Nc2cccc3ccccc23)c1	99*	99*	99*	99*	99*	99*
Cc1ccsc1C(=O)c1ccccc1	-12	5	-25	-2	-7	-6
CN(C)C(=C[N+](=O)[O-])N(C)C	3	2	-5	0	-3	-2
O=C(O)C1c2ccccc2Cc2ccccc21	4	-2	/	/	1	/
CCOC(=O)C1=C(N)SC(=O)C1	-2	7	-43	-16	4	0
O=C1CSSCC(=O)Nc2ccccc2N1	6	-4	16	19	0	0
O=C(O)c1cccc2c1oc1ccccc12	1	-11	-48	-41	-6	6
Cc1cc(Cl)ccc1N=NC(=O)NNc1ccc(Cl)cc1C	35	-20	-22	-7	-15	-7
C(=C1c2c(ccc3ccccc23)Oc2ccc3ccccc3c21)c1ccccc1	14	14	-30	2	11	12

(further entries)
structure	rad50	yeast mlh1 rad18	cln2 rad14	yeast bub3	mec2-1	yeast sgs1 mgt1
O=C(OCc1ccccc1CN1CCCC1)c1ccc(Cl)cc1	4	-12	-23	-16	5	15
CCCCCCC(=O)/C=C/c1cc(Cl)cc(Cl)c1O	-22	2	1	-1	4	2
Clc1ccc2nc3c(c(N4CCOCC4)c2c1)CCCC3	99*	99*	99*	100*	99*	99*
CC1Cn2c(nnc2-c2ccccc2O)S1 (stereo not drawn)	-14	-13	-3	-15	1	-3
O=C1CCCCCCCCCCC1CN1CCCC1 (stereo not drawn)	18	45	17	42	-7	18
O=C1C=C(O)CC(c2ccccc2)N1 (stereo not drawn)	3	9	-11	-5	-10	-3
CC[N+](C)(CC)CCN1C(=O)c2ccccc2S1(=O)=O	-1	-4	-3	3	-18	-9
CC(=O)OCC(OC(C)=O)C(OC(C)=O)C(OC(C)=O)C(OC(C)=O)c1cnn(-c2ccccc2)n1 (stereo not drawn)	16	-11	32	6	-2	12

(cont.)
structure	rad50	yeast mlh1 rad18	cln2 rad14	yeast bub3	mec2-1	yeast sgs1 mgt1
OCCc1ccncc1	-10	-9	-17	-2	-3	2
Cc1cccc(Cl)c1NC(N)=O	16	-16	-66	-6	-11	-10
CC(C)=C1CCC(CN(C)C)C1=O (stereo not drawn)	30	8	5	-19	5	35
CCOc1ccc(O)cc1	8	14	-33	-4	-25	8
O=C(CNc1ccc([N+](=O)[O-])cc1)Nn1c(-c2ccccc2)nc2ccccc2c1=O	82*	85*	39	92*	70*	73*
COc1cc([C@@H]2c3cc4c(cc3[C@H](OC3OC5COC(C(C)C)OC5C(O)C3O)C3COC(=O)[C@@H]32)OCO4)cc(OC)c1O (stereo partly drawn)	2	-65	14	8	22	29
CC(=O)Nc1cccc2ccc(O)cc12	-1	-2	-8	-10	6	9
CNC(=O)C1C(=O)NC(=O)C1=C1CCCC1 (stereo not drawn)	11	-15	-59	8	-1	5

Going on with the list:
structure	rad50	yeast mlh1 rad18	cln2 rad14	yeast bub3	mec2-1	yeast sgs1 mgt1
C=CCOC(=O)C(C)OC(=O)C(C)O (stereo not drawn)	15&35	2&10	-4&12	0&7	11&12	-4&14
CC1C2CC(C(S(=O)(=O)O)C2=O)C1(C)C (stereo not drawn)	9	-29	6	-37	-7	-33
CCC1C(C)(C)c2ccc(C)cc2C1(C)C (stereo not drawn)	2	-1	8	1	-9	0
O=C(Oc1ccccc1)C1=C(C(=O)Oc2ccccc2)CCC1	9	19	7	14	-26	-29
O=C(O)CCCc1ccc(N(CCO)CCO)cc1	5	19	18	8	3	-3
CC[P+]1(c2ccccc2)[C@@H](C)CC[C@@H]1C	15	38	8	4	7	13
O=C1CC[C@H](NC(=O)Cc2ccccc2)C(=O)N1	-12	-14	6	-12	-7	-14
CCOC(=O)C1(c2ccccc2)CCCNC1=O (stereo not drawn)	3	13	18	41	14	20

Next section
structure	rad50	yeast mlh1 rad18	cln2 rad14	yeast bub3	mec2-1	yeast sgs1 mgt1
OCCCCN(CCO)CCCCO	-3	-4	-12	14	-7	-2
COc1ccc(CSc2nc3ccccc3nc2-c2cccs2)cc1	-16	-55	-1	-25	-39	-44
C1CSCCSCCCSC2CCCCC2SC1 (stereo not drawn)	22	2	17	5	0	-8
Cc1ccc(S(=O)(=O)OCC2=C(COS(=O)(=O)c3ccc(C)cc3)C3c4ccccc4C2c2ccccc23)cc1	31	5	-28	-1	5	2
COc1cccc(N(CN2C(=O)CCC2C(=O)O)C(C)=O)c1 (stereo not drawn)	-7	-46	13	-4	6	-2
O=C(Nc1ccc([N+](=O)[O-])cc1)N1CCOCC1	5	15	-1	25	-18	22
COC(=O)c1nc(N)nc(C(=O)OC)c1C(=O)c1ccc2ccccc2c1	-5	9	-3	4	-13	11
CCOC(=O)/C(C#N)=C\Nc1ccc(C)cc1	-1	-9	-3	-12	-27	-8

Following part:
structure	rad50	yeast mlh1 rad18	cln2 rad14	yeast bub3	mec2-1	yeast sgs1 mgt1
CC1C=C(COC(=O)Nc2ccccc2)ON1c1ccccc1 (stereo not drawn)	98*	98*	98*	99*	98*	98*
COc1cccc2cc(NC(=O)c3ccccc3)c(=O)oc12	-6	-70	-73	-13	-9	-8
CC(C)(c1ccsc1)c1sccc1C(=O)O	-5	16	-19	-3	3	9
CC(=C\c1ccccc1)/C=C1/NC(=O)NC1=O	-23	-26	0	-13	-59	-15
O=[N+]([O-])c1ccccc1C=Nc1ccccc1O	56	66	25	75*	44	53
CCN1C2=NCCN2C(=O)c2ccccc21	-1	13	15	8	-11	16
N#Cc1c(O)c(N=Nc2ccccc2F)c(=O)n2c1[nH]c1ccccc12	-24	-48	4	-7	-16	-10
N#CC1C2CCC3(CC2CCN1C(=O)c1ccccc1)OCCO3 (stereo not drawn)	32	61	72*	83*	72*	43

(further entries)
structure	rad50	yeast mlh1 rad18	cln2 rad14	yeast bub3	mec2-1	yeast sgs1 mgt1
BrC1CC2CC1C1C2CC2OC21 (stereo not drawn)	-27	-48	-4	9	-13	-22
CCOC(=O)N1CCc2cc(OC)c(OC)cc2C1Cc1ccc(OC)c(OC)c1 (stereo not drawn)	-2	-6	12	2	-9	-8
CC(C)NC(=O)Oc1ccccc1C(=O)OCc1ccccc1	0	21	-15	13	14	29
O=c1c2ccccc2oc2nc3ccc(Cl)cc3n12	-6	-2	-31	11	-8	0
Cn1c(=O)n2c(-c3ccccc3)c(-c3ccccc3)n2c1=O	7	-29	0	-26	-20	-24
NNC(=O)c1ccc(NC(=O)CSc2nc3ccccc3s2)cc1	93*	99*	31	98*	79*	96*
CC(C)(C)[Si](C)(C)Oc1cc(CO)cc2c1cc(=N)o[n+]2[O-]	-28	-31	-31	-1	-13	-23
CC(=O)C1CCC2C3CCC4CC5(CCC4(C)C3C(=O)CC12C)NC(C(=O)O)CS5 (stereo not drawn)	2	-1	-6	-1	3	6

(next part)
structure	rad50	yeast mlh1 rad18	cln2 rad14	yeast bub3	mec2-1	yeast sgs1 mgt1
CCOC(=O)c1c(C)[nH]c(=S)c(C#N)c1-c1ccc(Cl)cc1	13	-2	5	29	12	34
CCOC(=O)/C(=C\n1c(=S)[nH]c2cc(C)ccc21)C(=O)c1ccccc1	-41	-14	11	-14	-61	-19
O=C(CCCn1cnc([N+](=O)[O-])n1)NCCCn1ccnc1[N+](=O)[O-]	-26	-8	-3	-35	-20	-26
O=C1C(=O)N(c2ccc(Cl)cc2)C(=O)C(=O)C1c1nc2ccccc2o1	-11	6	-8	-3	-6	5
CCCCCCOC(=O)NCCOC(=O)Nc1ccccc1	20	18	6	11	6	20
c1ccc(C2=C([P+](c3ccccc3)(c3ccccc3)c3ccccc3)CCO2)cc1	99*	99*	98*	98*	99*	99*
C/C(=N\[N+](C)(C)C)C(c1ccccc1)C1(c2ccccc2)C(c2ccccc2)=C1c1ccccc1 (stereo not drawn)	14	24	-12	3	6	-19
COc1cc2c(cc1OC)C1Cc3ccc(OC)c(OC)c3C[N+]1([O-])CC2 (stereo not drawn)	-25	-3	10	-16	-17	-7

The list goes on.
structure	rad50	yeast mlh1 rad18	cln2 rad14	yeast bub3	mec2-1	yeast sgs1 mgt1
CC(=O)Nc1ccc2ccccc2c1	7	1	-25	-4	5	0
O=C(N/C(=C\c1ccc(Br)cc1)c1nc2ccccc2s1)c1ccccc1	14	5	2	-3	2	10
CCCNC=O	-7	-5	-14	-5	-8	-14
CN(C)c1ccc(SC(=S)NCc2ccccc2)cc1	97*	94*	96*	97*	98*	96*
CCNC(=O)c1csnn1	-7	2	12	-18	-6	-6
NC1=C(O)/C(=N/NS(=O)(=O)c2ccccc2)C(c2cccc(Cl)c2)O1 (stereo not drawn)	30	22	14	12	23	48
NS(=O)(=O)c1ccc(Nc2c3ccccc3nc3c(C(=O)N4CCN(CCO)CC4)cccc23)cc1	39	80*	30	24	41	24
NC(C(=O)O)C(O)C(O)C(O)CO (stereo not drawn)	0&-4	-9&-9	-17&8	7&7	-1&1	-10&0

More results:
structure	rad50	yeast mlh1 rad18	cln2 rad14	yeast bub3	mec2-1	yeast sgs1 mgt1
O=C1C(Cl)=C(c2ccccc2)C1Cl (stereo not drawn)	99*	99*	99*	99*	99*	100*
Cc1ccc(Cc2ccc(C)cc2)cc1	-30	-8	3	-5	-34	-30
O=C(/C=C(\[O-])c1ccccc1)CCCCCCC(=O)/C=C(\[O-])c1ccccc1.O=C(/C=C(\[O-])c1ccccc1)CCCCCCC(=O)/C=C(\[O-])c1ccccc1.O=C(/C=C(\[O-])c1ccccc1)CCCCCCC(=O)/C=C(\[O-])c1ccccc1.[Nd+3].[Nd+3]	26	22	/	31	22	30
CCCCCCCCCC(=O)N/N=C/c1ccco1	52	78*	45	69	60	63
CC1C2(C)OC(=N)C(C#N)(C(c3cccc([N+](=O)[O-])c3)O2)C1(C#N)C#N (stereo not drawn)	8	-9	0	-10	2	-14
O=c1oc(-c2ccccc2)nc2c1CCS2	12	9	-3	5	6	10
COc1cc2c(cc1OC)C(c1c(Cl)cccc1Cl)=NCC2	13	13	4	43	10	41
C=C(NC(C)=O)C(=O)O	-5	4	4	11	-7	-11
CCCCCCCCCCCCN(O)C(=O)c1ccccc1	35	19	-32	4	-2	30
O=C1c2ccccc2C(=O)N1CCS(=O)(=O)CCS(=O)(=O)CCN1C(=O)c2ccccc2C1=O	0	4	-38	-1	5	-15

One compound at a time (already shown):
Cc1ccc(S(=O)(=O)NCNS(=O)(=O)c2ccc(C)cc2)cc1 is listed as rad50: -37; yeast mlh1 rad18: -36; cln2 rad14: 14; yeast bub3: -16; mec2-1: -7; yeast sgs1 mgt1: 2
CN1CCCCC1 is listed as rad50: -4; yeast mlh1 rad18: 19; cln2 rad14: 1; yeast bub3: 1; mec2-1: -12; yeast sgs1 mgt1: -10
N#Cc1c(O)c(N=Nc2ccccc2F)c(=O)n2c1[nH]c1ccccc12 is listed as rad50: -24; yeast mlh1 rad18: -48; cln2 rad14: 4; yeast bub3: -7; mec2-1: -16; yeast sgs1 mgt1: -10

Hits appear at their usual frequency (roughly 13% active in at least one column).
